G9a inh: blocks human histone lysine methyltransferase G9a. AID 504332. Q96KQ7. G9a H3K9 monomethylation, AlphaScreen, 2 h. Potency, µM (top dose mostly 102 µM), inactives show top-dose activity, negative = inhibition, actives largely listed as inhibitors. 8.8% of 350,000 active; also: potency is read from the fitted curve at half-maximal effect; % is scaled to controls: 0 for no effect and ±100 for the full control effect; nearly all actives have a fitted effect of over 75% in size
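Readings reflect AlphaScreen signal from monomethyl-H3K9 antibody detection. HMT at 20 nM; substrate b-H3K9 500 nM; cofactor SAM 20 uM; 2 h RT reaction; compounds tested as titrations in qHTS with 15 min preincubation.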
BAZ2B inh: blocks human BAZ2B; 4.4% of 360,000 active; AID 504333; Potency, µM (series often up to 114 µM), for the others: top-dose activity change, negative = inhibition, hits mostly inhibitors; AlphaScreen BAZ2B-H3K14Ac peptide displacement; Q9UIF8; also: potency is read from the fitted curve at half-maximal effect; % is scaled to controls: 0 for no effect and ±100 for the full control effect; nearly all actives have a fitted effect of over 60% in size
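Multi-concentration screen (max 110 uM) measuring displacement of acetylated histone H3 peptide from BAZ2B by AlphaScreen, using 50 nM protein, 50 nM peptide and 10 ug/mL streptavidin donor plus Ni-chelate acceptor beads.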
PI4K2A block: PI4K2A (human) kinase inhibition; Q9BTU6; purified PI4K2A, ADP-Glo luminescence, 1 h; active compounds read low; activity change, negative = inhibition, % at 76.9 µM; 0.13% of 420,000 active; AID 1346378; in the data active = activity change below about -50%; inconclusive = mostly about -30% to -49%;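 also: -100% = wells without enzyme as full effect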
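Compounds are screened against recombinant PI4K2A using PI as substrate and ATP, the latter dispensed at 300 microM. Reactions run one hour at ambient temperature before ADP-Glo detection; full inhibition defined by wells lacking enzyme.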
Pin1 inhibitor: blocks the human prolyl isomerase Pin1 | Pin1 FP peptide displacement, HiFluor488, 10 min | 0.009% of 390,000 active | Potency, µM (highest dose often 115 µM), for the others: at the highest dose activity, negative = inhibition, most hits filed as inhibitors | Q13526; active = well fitted inhibition curve with a large enough effect in the polarisation, with a control signal flat, not every such curve was filed as active; inconclusive = small, poorly fitted or top-dose-only effect, or effect the other way, or a change in a side signal; inactive = no such curve, though single readings can be large or run the other way; the % refers to the polarisation; also: potency is read from the fitted curve at half-maximal effect; % is scaled to controls: 0 for no effect and ±100 for the full control effect
POLH inh: inhibitors of human DNA polymerase eta; Potency, µM (highest dose often 114 µM), for inactives: at the highest dose activity change, negative = inhibition, actives largely listed as inhibitors; 1.2% of 390,000 active; Q9Y253; recombinant Pol eta, fluorescent DNA replication assay; also: potency is read from the fitted curve at half-maximal effect; % is scaled to controls: 0 for no effect and ±100 for the full control effect
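Fluorescent replication assay: 50 nM final substrate added after a 15 min room-temperature compound preincubation with 10 nM enzyme. Signal taken at 0 min and again at 10 min.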
JMJD2A Tudor: inhibitors of human JMJD2A Tudor domain; Potency, µM (titrated, usually from 114 µM), inactives show top-dose activity change, negative = inhibition, hits mostly inhibitors; O75164; AID 504339; 4.4% of 390,000 active; AlphaScreen JMJD2A-Tudor / H3K4me3 peptide binding; also: potency is read from the fitted curve at half-maximal effect; % is scaled to controls: 0 for no effect and ±100 for the full control effect; nearly all actives have a fitted effect of over 50% in size
GLS inh: glutaminase GLS (human) inhibition; 0.21% of 410,000 active; GLS enzymatic activity, qHTS titration; O94925; Potency, µM (doses to about 45.5 µM), for the others: top-dose activity change, negative = inhibition, hits mostly inhibitors; also: potency is read from the fitted curve at half-maximal effect; % is scaled to controls: 0 for no effect and ±100 for the full control effect
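Compounds were pin-transferred onto hKGA, after which L-glutamine (1 mM solution) and a detection mix of glutamate oxidase, HRP and Amplex Red were added. Initial and 30 min RT fluorescence reads were collected.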
PGK inhibitor: T. brucei PGK inhibition. PGK/GAPDH coupled, Kinase-Glo luminescence, 60 min. Potency, µM (top dose mostly 57.5 µM), without a hit: at the highest dose activity change, negative = inhibition, hits mostly inhibitors. 0.043% of 380,000 active; also: potency is read from the fitted curve at half-maximal effect; % is scaled to controls: 0 for no effect and ±100 for the full control effect; nearly all actives have a fitted effect of over 60% in size
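Luminescent ATP detection (Kinase-Glo Plus) follows a 60-minute room-temperature incubation, with wells lacking PGK as controls. Buffer: 100 mM TEA (pH 7.6), 5 mM MgCl2, 0.01% Tween-20. Coupling enzyme GAPDH (100 nM final) supplies unstable 1,3-BPG in-well.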
HP1b chromo inh: HP1-beta chromodomain-methylated histone interaction inhibition | Potency, µM (highest dose often 114 µM), without a hit: top-dose activity change, negative = inhibition, hits mostly inhibitors | P83916 | 0.56% of 390,000 active | AID 540317 | AlphaScreen HP1-beta / biotin-H3K9me3 peptide binding; also: potency is read from the fitted curve at half-maximal effect; nearly all actives have a fitted effect of over 70% in size; inactives centre near 23
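HP1-beta protein (50 nM final) preincubated 30 min at room temperature with biotinylated H3(1-18)K9me3 peptide (50 nM) in PBS pH 7.4, 0.01% Tween-20, then compound added for 30 min. AlphaScreen streptavidin donor/nickel chelate acceptor beads (10 ug/mL final), 30 min dark, luminescence read.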
Active calls of the source: *; i = inactive; ? = inconclusive; · = no result given; & = joins results of further samples; [ ] = dose if it differs, or a comment. Unless noted, calls follow the shape of the dose curve; as a rule, active = well fitted curve in the direction sought with a large enough effect; inconclusive = small, poorly fitted or top-dose-only effect, or another doubt; inactive = no such curve, though single readings can be large; an effect the other way counts as inactive or inconclusive. These rows are one share of the data; the hit share may differ from the screen's.

Letters – A = G9a inh; B = BAZ2B inh; C = PI4K2A block; D = Pin1 inhibitor; E = POLH inh; F = JMJD2A Tudor; G = GLS inh; H = PGK inhibitor; I = HP1b chromo inh
(1) O=C(Nc1ccc(N=Nc2ccccc2)cc1)c1ccccc1Cl
  A: -11%	B: -5%	C: -3	D: 3%	E: -21%	F: -23%	G: 0%	H: -1%	I: -9%

(2) O=C(c1ccco1)N1N=C(c2ccc(Br)cc2)CC1(O)C(F)(F)F (stereo not given)
  A: -3%	B: -2%	C: 2	D: -12%	E: -22%	F: -10%	G: 2%	H: 0%	I: 40%[activator]

(3) Cc1ccc(NC(=O)CSc2nncc3ccccc23)cc1
  A: ?	B: -1%	C: -3	D: 2%	E: -11%	F: -14%	G: 8%	H: 6%	I: 8%

(4) NC1=NC2(CCCCC2)N(c2ccc(F)cc2)C(N)=N1
  A: 7%[59 µM]	B: 7%	C: 2	D: -11%	E: -6%	F: -6%	G: 18%	H: 5%	I: 19%

(5) Cc1ccn2c(=O)nc(SCC(=O)N3N=C(c4cccs4)CC3c3ccc(F)cc3)nc2c1 (stereo not given)
  A: -25%	B: 6%	C: -6	D: 48%[activator]	E: -16%	F: -19%	G: -2%	H: -7%	I: 14%

(6) CC(CN1CCOCC1)OC(=O)/C=C/c1ccccc1 (stereo not given)
  A: -12%	B: 4%	C: 0	D: -10%	E: -5%	F: -5%	G: 0%	H: -2%	I: 29%

(7) COc1cc([N+](=O)[O-])ccc1NC(=O)COC(=O)C1=NN(c2ccccc2)C(=O)CC1
  A: ·	B: ·	C: -2	D: 2%	E: -10%	F: -2%	G: 1%	H: -9%	I: 29%

(8) O=C(O)c1cc2nc(C3CC3)cc(C(F)(F)F)n2n1
  A: -100%	B: 15%	C: -4	D: -3%	E: -6%	F: -10%	G: 8%	H: i	I: 71%[activator]

(9) O=[N+]([O-])c1ccccc1C1Nc2cccc3cccc(c23)N1
  A: 2.8µM*	B: 32µM*	C: -20	D: ?	E: -9%	F: 40µM*	G: 8.9µM*	H: -11%	I: ?

(10) COc1ccc(CNC(=O)CN(C)S(=O)(=O)c2ccc(Cl)cc2)cc1
  A: 37%	B: 28%	C: -1	D: -9%	E: 16%	F: -3%	G: -3%	H: -19%	I: 47%[activator]

8 structures out of the list, arranged by length of the SMILES, low to high:
Letters – A = G9a inh; B = BAZ2B inh; C = PI4K2A block; D = Pin1 inhibitor; E = POLH inh; F = JMJD2A Tudor; G = GLS inh; H = PGK inhibitor; I = HP1b chromo inh
(6) CC(CN1CCOCC1)OC(=O)/C=C/c1ccccc1 (stereo not given)
  A: -12%	B: 4%	C: 0	D: -10%	E: -5%	F: -5%	G: 0%	H: -2%	I: 29%

(3) Cc1ccc(NC(=O)CSc2nncc3ccccc23)cc1
  A: ?	B: -1%	C: -3	D: 2%	E: -11%	F: -14%	G: 8%	H: 6%	I: 8%

(4) NC1=NC2(CCCCC2)N(c2ccc(F)cc2)C(N)=N1
  A: 7%[59 µM]	B: 7%	C: 2	D: -11%	E: -6%	F: -6%	G: 18%	H: 5%	I: 19%

(1) O=C(Nc1ccc(N=Nc2ccccc2)cc1)c1ccccc1Cl
  A: -11%	B: -5%	C: -3	D: 3%	E: -21%	F: -23%	G: 0%	H: -1%	I: -9%

(9) O=[N+]([O-])c1ccccc1C1Nc2cccc3cccc(c23)N1
  A: 2.8µM*	B: 32µM*	C: -20	D: ?	E: -9%	F: 40µM*	G: 8.9µM*	H: -11%	I: ?

(10) COc1ccc(CNC(=O)CN(C)S(=O)(=O)c2ccc(Cl)cc2)cc1
  A: 37%	B: 28%	C: -1	D: -9%	E: 16%	F: -3%	G: -3%	H: -19%	I: 47%[activator]

(5) Cc1ccn2c(=O)nc(SCC(=O)N3N=C(c4cccs4)CC3c3ccc(F)cc3)nc2c1 (stereo not given)
  A: -25%	B: 6%	C: -6	D: 48%[activator]	E: -16%	F: -19%	G: -2%	H: -7%	I: 14%

(7) COc1cc([N+](=O)[O-])ccc1NC(=O)COC(=O)C1=NN(c2ccccc2)C(=O)CC1
  A: ·	B: ·	C: -2	D: 2%	E: -10%	F: -2%	G: 1%	H: -9%	I: 29%

Further compounds.
Letters – A = G9a inh; B = BAZ2B inh; C = PI4K2A block; D = Pin1 inhibitor; E = POLH inh; F = JMJD2A Tudor; G = GLS inh; H = PGK inhibitor; I = HP1b chromo inh
(11) CC1CCN(c2nnc(N3CCC(C)CC3)c3ccccc23)CC1
  A: -23%	B: 0%	C: -6	D: -4%	E: -17%	F: -2%	G: 4%	H: -7%	I: 50%[activator]

(12) O=C(O)c1ccc(CSc2nc3ccccc3[nH]2)cc1
  A: -18%	B: -4%	C: -13	D: 0%	E: -2%	F: -1%	G: 1%	H: i	I: 65%[activator]

(13) O=[N+]([O-])c1cc(S(=O)(=O)/N=C(/c2ccccc2)N2CCOCC2)ccc1Cl
  A: -34%	B: -11%	C: 3	D: 3%	E: -10%	F: -10%	G: 1%	H: -1%	I: 26%

(14) Nc1ccc(S(=O)(=O)NC(=O)c2ccccc2)cc1
  A: -10%[59 µM]	B: -5%	C: 2&-2	D: -2%	E: 1%	F: -3%	G: 1%	H: 0%	I: 29%

(15) CCN1CCN(c2cc(C)c3cc(NC(=O)/C=C/c4cccc(Cl)c4)ccc3n2)CC1
  A: 11µM*	B: ?	C: 0	D: 17%	E: -8%	F: 32µM*	G: 1%	H: -11%	I: -35%

(16) COc1ccc2c(C(=O)CCl)c[nH]c2c1
  A: ?	B: ?	C: 11	D: ?	E: -27%	F: -29%	G: 2%	H: -8%	I: 43%[activator]

(17) COc1ccc(Cn2nnnc2C(c2cccs2)N2CCOCC2)cc1 (stereo not given)
  A: 8%[12.7 µM]	B: 2%	C: 4	D: -2%	E: -8%	F: 3%	G: 4%	H: 10%	I: 31%

(18) Cc1c(C(=O)O)sc2nc(/C=C/c3cccc(O)c3)[nH]c(=O)c12
  A: 6%[2.33 µM]	B: -29%	C: 2	D: -2%	E: 35µM*	F: -25%	G: 4%	H: ?	I: 64%[activator]

(19) N#C/C(=C\c1cccnc1)C(=O)Nc1ccccc1
  A: -14%	B: 11%	C: -1	D: ?	E: -18%	F: 0%	G: -3%	H: 3%	I: 20%

(20) CCN(CC)S(=O)(=O)c1ccc(N2CCOCC2)c(NC(=O)c2[nH]c(C)c(C(C)=O)c2C)c1
  A: ·	B: ·	C: 4	D: 2%	E: -1%	F: -11%	G: 3%	H: 10%	I: 30%

(21) CCN(CC)S(=O)(=O)c1cc(NC(=O)C(C)N2CCN(c3ccccn3)CC2)ccc1C (stereo not given)
  A: -16%	B: ?	C: 3	D: 2%	E: -9%	F: -23%	G: 1%	H: i	I: 19%

(22) CS(=O)(=O)c1ccc2nc(NC(=O)CCS(=O)(=O)c3ccccc3)sc2c1
  A: -24%	B: 2%	C: 0	D: -1%	E: 0%	F: -9%	G: -25%	H: -15%	I: 23%

(23) C=CCN(CC=C)C(=O)C(=O)c1cc(C)n(-c2ccc([N+](=O)[O-])cc2)c1C
  A: -18%	B: ?	C: 2	D: -8%	E: -18%	F: ?	G: 2%	H: -5%	I: -16%

(24) O=C(O)/C=C/C(=O)NCc1cn(-c2ccccc2)nc1-c1cccc(Br)c1
  A: 35µM*	B: 9%	C: 3	D: 1%	E: 1%	F: -11%	G: -1%	H: -19%	I: 4%

High-throughput results from PubChem.
